High-throughput results (PubChem BioAssay)
Rad51 HR inh – Rad51 (human) homologous recombination inhibition. Q06609. hRad51 DNA strand exchange, fluorescence dequenching. inhibition, % at 10 µM. 0.085% of 200,000 active;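 active means inhibition above 40% at the single screening dose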;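 further: 0% = DMSO control wells and 100% = blanks with heterologous ssDNA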
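material = hRad51 filaments on single-stranded DNA | timing = filaments 15 min 37 °C, then compound 30 min | signal = FRET fluorescence dequenching, excitation 485 nm, emission 520 nm | benchmarks = control wells and blank wells on each plate | evaluation = percent inhibition relative to plate controls and blanks | compound = 10 µM final, single point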
MDM2 E3 inh – inhibitors of human Mdm2 E3 ubiquitin ligase | Q00987 | cell-based MDM2 ubiquitination luciferase reporter, 2 h; 0 = plate control, 100 = twice control, blank-subtracted | 0.11% of 210,000 active | signal enhancement, % at 5 µM;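 active means signal enhancement of 30% or more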;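 further: luminescence tracks abundance of the self-degrading MDM2-luciferase fusion protein; higher signal means inhibition of MDM2 E3 ligase activity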
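Buffer or medium: Cells held in DMEM | Assay system: Stable mammalian line carrying autodegrading MDM2–luciferase fusion reporter | Quantity: 2000 cells/well | Times: 4 h settle plus 2 h compound, 37 °C | Doses: One concentration, 5 µM, with 0.2% DMSO | Technique: Luminescence with SteadyLite reagent, 15 min at room temperature | Benchmarks: Plate controls and plate blanks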
Calpain2 inh – calpain II (pig) inhibition | purified calpain II, fluorogenic peptide substrate, 30 min | inhibition, % at 16 µM | 0.37% of 220,000 active;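 active means inhibition above about 50%, limit read from the data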
PERK inhibitor – inhibitors of human PERK kinase; Q9NZJ5; CHO PERK-DD fusion, SEAP luminescence translation reporter; inhibition, % at 5.6 µM; 0.17% of 220,000 active;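 active means inhibition above the mean inhibition of all tested compounds plus 3 SD, set separately per screening campaign, cut at about 2.9% in these data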;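 further: PERK kinase domain activated by AP20187 dimerizer at 100 nM; 0% = DMSO with dimerizer and 100% = rapamycin at 8.4 µM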
KCC2 mod – KCC2 (human) Cl- transport modulation | Q9H2X9 | KCC2 cells, thallium flux FluoZin-2 fluorescence | B-score of Tl+ flux slope (higher = more flux/activation; lower = inhibition) at 10 µM | 2.2% of 190,000 active | AID 1456;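 active means thallium flux slope and its plate-corrected score both differing from the plate sample mean at a set confidence after two filtering rounds, in either direction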;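 further: slope of fluorescence scaled to starting intensity during 10 to 20 s after thallium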
Target sequence (Q9H2X9 whole entry, looked up): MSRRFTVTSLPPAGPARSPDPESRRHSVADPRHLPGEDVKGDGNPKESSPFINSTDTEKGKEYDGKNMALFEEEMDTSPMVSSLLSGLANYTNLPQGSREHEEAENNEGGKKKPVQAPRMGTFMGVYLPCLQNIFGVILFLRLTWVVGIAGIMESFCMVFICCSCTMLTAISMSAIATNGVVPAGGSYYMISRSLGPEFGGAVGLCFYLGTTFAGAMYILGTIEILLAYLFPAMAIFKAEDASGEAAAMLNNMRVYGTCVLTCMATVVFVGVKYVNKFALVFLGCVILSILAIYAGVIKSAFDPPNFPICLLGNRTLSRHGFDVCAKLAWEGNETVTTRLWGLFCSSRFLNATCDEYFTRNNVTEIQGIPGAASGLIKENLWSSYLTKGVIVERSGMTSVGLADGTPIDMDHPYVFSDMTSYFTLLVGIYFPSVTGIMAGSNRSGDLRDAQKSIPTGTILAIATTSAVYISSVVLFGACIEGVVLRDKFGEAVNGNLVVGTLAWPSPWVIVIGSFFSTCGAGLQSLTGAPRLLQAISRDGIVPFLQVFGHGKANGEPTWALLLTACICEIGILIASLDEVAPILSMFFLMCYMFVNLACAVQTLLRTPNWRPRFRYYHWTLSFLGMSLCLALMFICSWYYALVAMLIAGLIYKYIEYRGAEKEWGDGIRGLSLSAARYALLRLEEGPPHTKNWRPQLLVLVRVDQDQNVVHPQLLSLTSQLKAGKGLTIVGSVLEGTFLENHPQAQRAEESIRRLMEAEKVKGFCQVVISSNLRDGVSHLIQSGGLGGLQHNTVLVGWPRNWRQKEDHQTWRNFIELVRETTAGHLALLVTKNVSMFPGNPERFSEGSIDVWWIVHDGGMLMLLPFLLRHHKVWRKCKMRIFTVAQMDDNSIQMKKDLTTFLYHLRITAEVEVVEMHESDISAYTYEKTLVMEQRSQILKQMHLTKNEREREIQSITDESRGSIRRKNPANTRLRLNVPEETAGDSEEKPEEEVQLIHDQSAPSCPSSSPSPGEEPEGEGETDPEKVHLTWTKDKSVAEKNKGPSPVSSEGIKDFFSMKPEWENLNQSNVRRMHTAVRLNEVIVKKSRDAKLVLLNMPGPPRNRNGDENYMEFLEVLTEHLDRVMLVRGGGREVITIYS
EBV gp42 block – EBV gp42 inhibition. Fluorescence polarization binding assay, mP read-out. inhibition, % (tested at 21.74 µM). 0.42% of 220,000 active; in the data active means inhibition above about 50%
eIF4E-4G inh – inhibitors of eIF4E and eIF4G interaction in translation initiation. P63073+Q04637. TR-FRET eIF4E-eIF4GI(517-606) binding, 2 h. inhibition, % at 21.7 µM. 0.37% of 220,000 active;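 active means inhibition above about 30%, limit read from the data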;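 further: 0% = full FRET control wells and 100% = background wells lacking eIF4GI fragment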
TNF death inh – inhibitors of TNF-alpha induced necroptosis in Jurkat FADD-/- cells. Jurkat FADD-/- TNF necroptosis rescue, ATP luminescence, 24 h; 0 = TNF only, 100 = no-TNF cells. activation (protection from cell death), % at 10 µM. 0.068% of 220,000 active. AID 463075;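 active means activation, meaning protection from cell death, of at least 50% relative to plate controls; inactive means activation below 50%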;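 further: necroptosis triggered by 40 ng/mL TNF-alpha added together with compound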
L929 necroptosis – L929 zVAD cell death inhibition | 0.38% of 220,000 active | viability rescue, % at 10 µM | L929 zVAD necroptosis rescue, ATP luminescence, 24 h; with zVAD 60 µM;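 active means activation, scaled between plate controls, above about 75%, limit read from the data; inactive means activation under that limit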;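 further: 0% = zVAD with DMSO and 100% = DMSO alone without zVAD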
The depositor's hits bear a star; x = not tested or not shown; [ ] = remark or other dose.

mol,Rad51 HR inh,MDM2 E3 inh,Calpain2 inh,PERK inhibitor,KCC2 mod,EBV gp42 block,eIF4E-4G inh,TNF death inh,L929 necroptosis
O=C(Nc1ccc2c(c1)CCC2)C1CCN(c2c3c(nc4ncnn24)CCC3)CC1,2,-9,-67,-0.9,0.1,-4,-3,-9.9,0.1
O=C(Nc1ccccc1-c1ccccc1)c1cc(C(F)(F)F)cc(C(F)(F)F)c1,1,-17,5,1.1,0.65,8,1,1.3,0.1
CCOc1ccc(C(C)=O)cc1CSC(=N)N,x,x,-10,0.4,-0.54,-9,-1,-0.2,3.8
COc1ccc(S(=O)(=O)N2CCOCC2)cc1NC(=O)CN1CCCC1,-4,-9,29,-0.7,0.74,-16,-2,0.7,-0.2
CC1(C)Cc2c(sc(NC(=O)c3ccco3)c2C(=O)O)CO1,-5,-20,-10,-1.4,-0.52,-12,-8,1.0,-0.2
CCC(C)Sc1nc2c(c(=O)[nH]1)C(c1cccs1)C1=C(CCCC1=O)N2 (centres undefined),-11,-16,-90,0.6,-3,-20,6,-0.2,0.0
O=C(N/N=C/c1ccc(Cl)cc1)Nc1ccccc1,2,16,-2,0.9,0.91,-11,-4,-1.7,0.4
Cc1ccccc1NC(=O)C1CC(=O)OC12CCOC(C)(C)C2 (centres undefined),-7,-3,-16,1.0,0.13,-14,-3,0.4,13
CC(=O)Oc1ccc2oc(=O)c3c(c2c1)CCCN3C(=O)CN1CCOCC1,7,-7,2,1.4,0.58,1,1,0.4,3.3
CCOC(=O)C1=C(C)C2C3C(=O)N(c4ccc(C)cc4C)C(=O)C3C1(C)C1C(=O)N(c3ccc(C)cc3C)C(=O)C21 (centres undefined),7,0,4,0.0,0.39,-1,6,-0.5,0.4
Nc1c(C(=O)Nc2ccc(S(=O)(=O)N3CCCC3)cc2)sc2nc3cc4c(cc3cc12)CCC4,-49,-4,-85,0.3,1.2,45,22[fluorescence artefact?],4.0,10
C=C(C)CSC1=C(C#N)C(c2ccccc2)CC(=O)N1 (centres undefined),-4,x,x,0.7,x,x,x,0.0,0.2
CCOc1ccccc1NC1c2ccccc2C(=O)N1Cc1ccco1 (centres undefined),-11,-4,-11,0.0,-0.18,8,-1,-0.6,-0.4
COC(=O)c1cc(S(=O)(=O)Nc2nn(C)c3ccccc23)oc1C,8,-7,-19,1.0,0.62,-7,-3,1.6,0.6
Cn1cc(-c2cc(C(=O)O)on2)cn1,9,x,-10,1.8,-0.57,-8,-6,1.7,0.5
COCCn1c(C)cc(C(=O)CSc2ccc3ccccc3n2)c1C,0,-22,-8,-0.9,0.049,-13,4,0.2,-0.5
Cc1ccc(-n2nnc3ccccc3c2=O)cc1C,14,2,-11,0.5,-0.76,-16,3[fluorescence artefact?],0.1,1.2
Cc1csc2nc(=O)c3ccccc3n12,6,-11,-181,-0.4,1.1,-13,14,-0.9,-0.2
COc1ccc(-c2ccc(C(C)=O)cc2)cc1[C@H]1[C@H]2C=CC[C@@H](C)[C@@H]2C(=O)N1Cc1ccccc1,1,-1,-57,x,-1.6,-25,0,1.1,-0.5
CN(c1ccccc1)S(=O)(=O)c1cc(C(=O)c2nccn2C)ccc1Cl,6,-11,26,-0.7,-2.2,-19,11[fluorescence artefact?],-4.4,-0.4
CC(=O)Nc1cccc(NC(=O)c2c(-c3ccccc3)noc2C)c1,1,-14,1,0.7,-0.0083,-18,5[fluorescence artefact?],-4.4,-0.1
Cn1nc(C(=O)Nc2ccc(S(=O)(=O)N3CCOCC3)cc2)c2ccccc2c1=O,-2,2,-21,0.3,0.88,-3,1,0.0,0.8
Nc1c(-c2cccc(Cl)c2)cnn1-c1cccc(C(F)(F)F)c1,2,6,16,0.1,x,-14,-3,-0.7,0.1
O=c1oc2ccccc2c(N2CCOCC2)c1[N+](=O)[O-],32,-3,-18,1.4,x,-1,2,-8.6,73

Arranged by the number under eIF4E-4G inh (lowest first): some entries from above.
structure	Rad51 HR inh	MDM2 E3 inh	Calpain2 inh	PERK inhibitor	KCC2 mod	EBV gp42 block	eIF4E-4G inh
Cn1cc(-c2cc(C(=O)O)on2)cn1	9	x	-10	1.8	-0.57	-8	-6
COC(=O)c1cc(S(=O)(=O)Nc2nn(C)c3ccccc23)oc1C	8	-7	-19	1.0	0.62	-7	-3
O=c1oc2ccccc2c(N2CCOCC2)c1[N+](=O)[O-]	32	-3	-18	1.4	x	-1	2

Continuation.
mol,Rad51 HR inh,MDM2 E3 inh,Calpain2 inh,PERK inhibitor,KCC2 mod,EBV gp42 block,eIF4E-4G inh,TNF death inh,L929 necroptosis
Cc1cc(C)cc(N(C(C)C(=O)N2CCOCC2)S(C)(=O)=O)c1 (centres undefined),-9,-9,-7,0.0,-1.2,-19,4,0.4,0.5
O=C(CSc1cccc[n+]1[O-])Nc1ccccc1Oc1ccccc1,1,-11,-19,0.5,-0.01,-9,-1,-5.6,-1.9
Cc1nnc(NC(=O)CSc2nnc(Cc3cccn3C)n2-c2cccc(C)c2C)s1,x,-9,-3,-1.0,-0.41,-16,1,0.9,0.5
Cc1ccc(SCCC(=O)OC(C(=O)NC(N)=O)C(C)C)cc1 (centres undefined),x,-8,26,-0.2,x,-3,0,-1.6,-0.5
CCC(C(=O)Nc1cnccn1)c1ccccc1 (centres undefined),-10,-11,8,0.4,x,-11,-9,-0.7,0.8
COc1ccc(C(=O)CN2C(=O)c3ccccc3C2=O)c(OC)c1C,-20,-9,12,-1.6,-0.51,-7,-10,-1.6,0.8
COCCCn1c(Cc2csc(Nc3ccc(F)cc3)n2)nnc1SCC(N)=O,-6,-4,-34,0.7,0.99,-12,5,0.7,0.2
COc1ccc(C2=CSC3=NCCN23)cc1F,-1,x,15,-1.6,0.19,-11,38*[fluorescence artefact?],0.5,-0.3
COc1ccc(N2CC(C)(C)C2=O)cc1,-6,-1,12,-0.1,x,-11,-1,-0.2,0.4
COC(=O)c1ccc(CN2CCN(C3CCCCC3)C(CCO)C2)cc1 (centres undefined),-7,-9,-5,-0.2,x,3,1,-0.1,-1.0
CCCc1[nH]nc2c1C(c1cn[nH]c1-c1ccc(F)cc1)C(C#N)=C(N)O2 (centres undefined),0,-18,22,0.4,1.6,9,-1,-7.5,6.5
COc1ccc(NC(=O)c2ccc(S(=O)(=O)N(C)C)cc2)cc1OC,x,-15,27,-0.1,-0.6,-8,4,2.1,3.1
COC(=O)[C@@H]1CC[C@H](C)[C@@H](c2ccc(C)cc2)N1C(=O)c1ccc(/C=N/OC[C@@H](O)[C@H]2O[C@@H]3OC(C)(C)O[C@@H]3[C@H]2O)cc1,x,x,-20,-0.9,0.34,-15,4,-3.0,-0.7
CC(C)C(=O)Nc1ncc(Cc2cccc(Cl)c2)s1,7,3,31,0.2,-2,-1,-3,1.6,2.5
O=C1c2ccccc2C(=O)N1CN(C(=O)COc1ccc(Cl)cc1Cl)c1cccc(F)c1,3,-5,20,0.8,0.095,-16,-1,2.4,0.4
CCc1nnc(NC(=O)c2ccc(N(C)S(=O)(=O)c3ccccc3)cc2)s1,1,-19,18,-0.2,-0.3,-11,8,-1.1,0.7
CC12CCC(C(=O)NC(c3ccccc3)c3ccccc3)(OC1=O)C2(C)C (centres undefined),-5,-34,8,-1.3,0.37,8,0,0.0,-0.7
Cc1ccc(C(=O)NCCc2ccc(F)cc2)s1,9,-41,-13,0.7,-1.3,2,0,1.6,4.3
Cn1c(=O)c2c(nc(NCc3cccnc3)n2Cc2ccc(Cl)cc2)n(C)c1=O,-1,11,-13,-1.7,0.071,-21,-18,-8.7,0.2
O=C(NCc1ccco1)c1ccc(S(=O)(=O)N2CCCc3ccccc32)cc1,1,-8,41,-0.5,x,-1,-10,1.3,5.3
O=C(CS(=O)CC(=O)N(CC(=O)NC1CCCC1)C1CCCCC1)Nc1ccc(F)cc1 (centres undefined),5,-10,6,-0.5,1.1,2,2,-0.3,0.8
O=C(C1CC1)N1CCc2cc(Br)cc(S(=O)(=O)NCc3ccc4c(c3)OCO4)c21,0,-10,22,-1.2,-0.48,3,-2,2.3,-0.3
CC1Cc2ccccc2N1C(=O)CSc1nnnn1C1CCCC1 (centres undefined),x,4,4,1.3,-0.23,-4,-1,0.2,0.6
CCCN(CCC)CC(O)CN1C(=O)NC(C)(C)C1=O (centres undefined),4,1,-7,1.3,0.25,-15,-2,1.2,6.8
COC(=O)c1cc(O)cc(OC)c1C(=O)c1c(O)cc(C)cc1O,1,-10,-12,x,0.27,-25,-16,-3.6,-0.2
CN(C)c1cc(-c2ccc(F)cc2)oc(=O)c1Cl,6,-15,-11,0.3,0.027,-10,-7,-1.9,0.8
CCC(C)C(NC(=O)c1ccc(Cl)cc1Cl)C(=O)O (centres undefined),x,-2,-3,0.9,0.0037,-2,0[fluorescence artefact?],-0.5,1.1
N#Cc1cc(C(=O)c2cc(Cl)ccc2O)cn(-c2ccccc2)c1=O,-9,2,-5,0.3,-5*,-1,5,1.2,-0.2
Cc1ccc(-n2nc(C)c3c(-c4cccs4)c(C#N)c(N)nc32)cc1,0,1,-55,-0.5,-0.0077,-10,6,0.3,0.1
O=C(Nc1cccc(Cl)c1)Nc1cccc(C(=O)O)c1,20,-69,-14,0.4,-0.21,-16,-1,-1.0,-0.4
CCOC(=O)c1cnc(-c2ccccc2O)nc1Cl,x,9,-9,2.4,-0.0074,-7,5,-1.2,-0.5
CCn1cc(C(=O)O)c(=O)c2cc(S(=O)(=O)N(C)C)ccc21,x,-13,3,3.2*,0.36,-23,-2,-0.8,-0.1
O=C(CCSCCC(=O)N1CCCC1)N1CCCC1,-1,-4,-18,-0.7,-0.31,-5,2,-1.4,-0.3
Cc1nc2c(C)cccc2c(SC(=N)N)c1CC=C(Cl)Cl,-10,-9,-24,1.2,0.22,-15,10,-1.7,1.3
CN1CCN(C(=O)c2cc(Cl)cc(Cl)c2NC(=O)c2ccco2)CC1,12,-1,3,0.2,-0.6,0,2,1.2,-0.2

By substructure: the compounds so far containing an aryl methoxy group.
mol,Rad51 HR inh,MDM2 E3 inh,Calpain2 inh,PERK inhibitor,KCC2 mod,EBV gp42 block,eIF4E-4G inh,TNF death inh,L929 necroptosis
COc1ccc(S(=O)(=O)N2CCOCC2)cc1NC(=O)CN1CCCC1,-4,-9,29,-0.7,0.74,-16,-2,0.7,-0.2
COc1ccc(-c2ccc(C(C)=O)cc2)cc1[C@H]1[C@H]2C=CC[C@@H](C)[C@@H]2C(=O)N1Cc1ccccc1,1,-1,-57,x,-1.6,-25,0,1.1,-0.5
COc1ccc(C(=O)CN2C(=O)c3ccccc3C2=O)c(OC)c1C,-20,-9,12,-1.6,-0.51,-7,-10,-1.6,0.8
COc1ccc(C2=CSC3=NCCN23)cc1F,-1,x,15,-1.6,0.19,-11,38*[fluorescence artefact?],0.5,-0.3
COc1ccc(N2CC(C)(C)C2=O)cc1,-6,-1,12,-0.1,x,-11,-1,-0.2,0.4
COc1ccc(NC(=O)c2ccc(S(=O)(=O)N(C)C)cc2)cc1OC,x,-15,27,-0.1,-0.6,-8,4,2.1,3.1
COC(=O)c1cc(O)cc(OC)c1C(=O)c1c(O)cc(C)cc1O,1,-10,-12,x,0.27,-25,-16,-3.6,-0.2
